# High-throughput results: PubChem BioAssay, National Center for Advancing Translational Sciences (NCATS)
# IMPase inh – cell-permeable inhibitors of inositol monophosphatase (IMPase). inhibition (IP1 accumulation), % at 46.1 µM. CHO-M1 cells, IP1 accumulation, HTRF TR-FRET ratio. 120,000 tested, under 10 active. P97697; active = well fitted curve in the direction sought with a large enough effect in the signal ratio, not every such curve was filed as active; inconclusive = small, poorly fitted or top-dose-only effect, or a change in a side signal; inactive = no such curve, though single readings can be large or run the other way; the % refers to the signal ratio;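 note: cells stimulated with carbachol in lithium chloride buffer; plate controls were DMSO basal wells for no effect and reference inhibitor wells for full effect; higher means more IMPase inhibition seen as more IP1 and lower FRET ratio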
# Target sequence (P97697 whole entry, looked up): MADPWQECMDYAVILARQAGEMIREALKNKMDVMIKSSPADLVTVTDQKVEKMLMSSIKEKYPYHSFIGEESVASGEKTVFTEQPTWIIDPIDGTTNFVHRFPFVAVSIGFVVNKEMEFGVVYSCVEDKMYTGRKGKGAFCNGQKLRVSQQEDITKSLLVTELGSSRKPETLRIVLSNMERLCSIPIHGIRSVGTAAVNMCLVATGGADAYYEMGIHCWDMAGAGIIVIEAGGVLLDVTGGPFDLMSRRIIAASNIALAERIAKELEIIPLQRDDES
#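 In this qHTS, compounds (final up to 46 uM) act on CHO-M1 cells that are then activated through the M1 receptor with carbachol, in pH 7.4 buffer containing 50 mM LiCl, for 30 min. IP1 accumulation is quantified by the IP-One immunoassay.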
# 12-hLO inh – blocks human 12-lipoxygenase activity. P18054. purified 12-hLO, xylenol orange hydroperoxide absorbance. Potency, µM (doses to about 57.1 µM), inactives show top-dose activity change, negative = inhibition, actives largely listed as inhibitors. actives 0.12% (n = 150,000). AID 1452; note: potency is the fitted concentration of half-maximal effect; nearly all actives have a fitted effect of over 55% in size; many of its hits are not listed in these tables
# Target sequence (P18054 whole entry, looked up): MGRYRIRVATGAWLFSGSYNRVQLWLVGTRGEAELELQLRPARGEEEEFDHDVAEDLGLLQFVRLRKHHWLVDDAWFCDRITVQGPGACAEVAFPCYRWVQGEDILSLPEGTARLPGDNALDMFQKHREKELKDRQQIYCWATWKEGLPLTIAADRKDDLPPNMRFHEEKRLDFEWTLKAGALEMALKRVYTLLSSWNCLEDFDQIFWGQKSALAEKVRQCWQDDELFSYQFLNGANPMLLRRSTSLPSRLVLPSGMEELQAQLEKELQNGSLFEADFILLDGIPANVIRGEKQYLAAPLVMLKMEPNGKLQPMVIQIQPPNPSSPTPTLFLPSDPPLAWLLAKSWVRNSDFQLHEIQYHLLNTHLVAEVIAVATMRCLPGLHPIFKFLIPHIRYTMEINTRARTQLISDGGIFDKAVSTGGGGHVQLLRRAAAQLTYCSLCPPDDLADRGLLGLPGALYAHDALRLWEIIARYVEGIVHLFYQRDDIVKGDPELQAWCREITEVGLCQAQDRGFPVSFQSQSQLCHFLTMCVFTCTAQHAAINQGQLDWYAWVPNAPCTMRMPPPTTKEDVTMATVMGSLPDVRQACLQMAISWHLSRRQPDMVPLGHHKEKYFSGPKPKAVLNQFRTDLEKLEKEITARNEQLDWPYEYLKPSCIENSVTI
#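 Purified human 12hLO (150 nM final) was preincubated with compounds for 15 min at room temperature in 25 mM Hepes pH 7.0, 0.01% Triton X-100, then reacted with 40 uM arachidonic acid for 30 min. Hydroperoxide was detected with ferrous iron/xylenol orange.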
# ALOX15B inhib – inhibitors of human 15-lipoxygenase 2 (ALOX15B). O15296. purified 15hLO-2, xylenol orange hydroperoxide absorbance. Potency, µM (highest dose often 57.1 µM), inactives show at the top dose activity change, negative = inhibition, actives largely listed as inhibitors. actives 0.56% (n = 110,000). AID 881; note: potency is the fitted concentration of half-maximal effect; nearly all actives have a fitted effect of over 60% in size; many of its hits are not listed in these tables
#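 Purified human 15hLO-2 (50 nM) preincubated 15 min with compound, then 45 uM arachidonic acid for 90 min at RT in 25 mM Hepes pH 7.5, 0.01% Triton X-100. Hydroperoxide detected by Fe-xylenol orange; 573/405 nm absorbance ratio.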
# PNC assembly inh – perinucleolar compartment assembly inhibition | activity change (PNC), negative = inhibition, % at 10 µM | actives 3.1% (n = 140,000) | AID 2417 | PC3M PTB-GFP, PNC prevalence imaging, 16 h; stronger effect = lower value;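 active = readout at or below -70, meaning at least 70% loss of cells showing the perinucleolar compartment, a nuclear body marking cancer cells; inconclusive = readout between -30 and a set limit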;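 note: plate controls were DMSO wells for no effect and camptothecin positive control wells for full effect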
#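 PC3M cells stably expressing PTB-GFP, 750–1000 cells/well, treated 16 h at 37 °C with compound (23 nl of library stock), in duplicate. After paraformaldehyde fixation and Hoechst stain, imaged at 20x; PNC prevalence scored by image analysis.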
# An asterisk follows results filed as active; ? = inconclusive; . = no result given; [ ] = remark or other dose. Unless noted, calls come from the whole dose curve; as a rule, active = well fitted curve in the direction sought with a large enough effect; inconclusive = small, poorly fitted or top-dose-only effect, or another doubt; inactive = no such curve, though single readings can be large; an effect the other way counts as inactive or inconclusive. Unless noted, % is set by controls: 0 for no effect and ±100 for the full control effect.
molecule | IMPase inh | 12-hLO inh | ALOX15B inhib | PNC assembly inh
O=C1/C(=C/c2ccco2)CCc2ccccc21 | . | -8.6% | . | -16.6
CCCCNC(=O)C1CC(=O)N(C2CCCCC2)C1 (stereo unspecified) | -1.0 | 1.7% | -2.6% | 63.1
Cc1ccccc1NS(=O)(=O)c1cc(C(=O)NCCC2=CCCCC2)ccc1Cl | 4.2 | -20.3% | -9.8% | ?
CCOc1cccc(CNc2ccc(O)cc2)c1OCc1ccc(Cl)cc1 | 17.9 | 9.4% | ? | 5.9
CCc1cc2c(=O)n3c(nc2s1)-c1[nH]c2ccc(OC)cc2c1CC3 | . | 1.3% | . | 6.4
Cc1noc(/C=C/c2ccco2)c1S(=O)(=O)N1CCC(C(=O)NC(C)c2ccccc2)CC1 (stereo unspecified) | 4.1 | -6.2% | -24.3% | 28.5
CCOc1cc(CN2CCN(C(=O)c3ccco3)CC2)ccc1OC | -6.3 | 3.7% | -8.7% | ?
Cc1ccc(OCC(=O)NNC(=O)C2CCN(c3ncccn3)CC2)cc1 | 3.1 | 5.3% | 2.1% | 2.7
O=C(Nc1ncc(Cc2ccc(C(F)(F)F)cc2)s1)c1ccc(-c2cccc([N+](=O)[O-])c2)o1 | -13.6 | -2.4% | . | -14.7
CC(Sc1nc2nn(-c3ccccc3)c(=O)c-2c2n1CCCCC2)C(N)=O (stereo unspecified) | 4.1 | 2.9% | -0.1% | 13.0
Cc1cc2nnc(SCC(=O)NCc3cccs3)n2c(N)n1 | 9.3 | 3.1% | 0.9% | 14.5
CCn1c(SCC(=O)Nc2ccccc2N2CCOCC2)nnc1-c1ccccc1O | 18.6 | -2.5% | -2.1% | 9.5
COC(=O)CCC(=O)Nc1ccccc1C(=O)Nc1ccccc1 | 2.2 | -1.8% | -0.2% | 49.6
C/C(=N\O)c1ccc2c3ccccc3n(C)c2c1 | -0.9 | -6.9% | -4.4% | -1.6
CCOC(=O)c1c(NC(=O)COc2ncnc3sccc23)sc2c1CCC2 | 5.0 | -13.8% | -0.4% | -1.8
CC(=O)Nc1ccc(S(=O)(=O)NCc2cn3ccsc3n2)cc1 | -1.0 | -4.0% | . | -21.7
O=C(c1ccco1)N1CCC[C@@]2(CCN(Cc3nccs3)C2)C1 | . | -3.9% | -2.1% | .
O=c1[nH]c(NCc2ccccc2)nc2c1CCC2 | 20.9 | -0.7% | -3.1% | ?
O=C(COC(=O)CCc1c[nH]c2ccccc12)Nc1cc([N+](=O)[O-])ccc1Cl | . | -6.1% | . | -4.0
Cc1ccc(S(=O)(=O)C(CCC(=O)N2CCOCC2)S(=O)(=O)c2ccc(C)cc2)cc1 | 5.7 | -6.0% | -0.4% | -15.1
Cc1ccc(NCN2C(=O)c3ccccc3C2=O)c(C)c1 | -1.5 | -9.4% | 8.6% | 90.2
Nc1[nH]ncc1C(=O)Nc1cccc(C(F)(F)F)c1 | -9.1 | -3.3% | 8.8% | ?
O=C(NNC(=O)c1cc2cc3ccccc3nc2s1)c1cccc(C(F)(F)F)c1 | -1.2 | -5.2% | -25.8% | -25.3
CCOC(=O)c1c(C)nc(-c2ccccc2)nc1NC(C)=O | 9.5 | -0.4% | 2.5% | ?
O=S(=O)(O)c1nc2ccccc2n1Cc1ccc(Cl)cc1Cl | 6.9 | -8.6% | -1.3% | 29.9
COC(=O)c1cc(NC(=O)CC2C(=O)NCCN2C(=O)c2ccccc2)cc(C(=O)OC)c1 (stereo unspecified) | 4.4 | 0.3% | -1.3% | -17.1
c1csc(-c2ccc3ccccc3n2)c1 | -8.1 | -1.3% | -1.4% | -28.6
COC(=O)CCSCC(=O)Nc1cc(C)on1 | 10.3 | 0.6% | -9.6% | 20.2
CCCCc1c2ccccc2nc2[nH]c3ccccc3c12 | . | -2.7% | 21.4% | .
Cc1cccc(-n2nnnc2SCC(=O)c2cc(C)n(CC3CCCO3)c2C)c1 (stereo unspecified) | 16.0 | 0.2% | 21.1% | 64.4
CC(=O)NNC(=S)NC(=O)c1cccc([N+](=O)[O-])c1 | . | -13.8% | . | 76.8
N#CCSCC(=O)Nc1ccc(Br)cc1 | 6.1 | -5.3% | -4.5% | -29.5
Cc1ccc(OCC(=O)Nc2ccc(O)c(C(=O)O)c2)cc1C | 12.3 | -13.5% | -6.8% | ?
CCCCNC(=O)c1ccc(CNc2c(N3CCC(C(=O)OCC)CC3)c(=O)c2=O)cc1 | -3.9 | -4.1% | . | ?
Cc1cccc(OCC(O)CN2CCN(C3CCCCC3)CC2)c1 (stereo unspecified) | 0.1 | 1.3% | 0.6% | -1.1
O=C(CN(C(=O)CSc1nc2ccccc2o1)c1ccccc1)NC1CCCCC1 | 1.6 | 9.6% | -9.0% | 25.6
COc1ccc(Cl)cc1NC(=O)CN(C)C(=O)CNC(=O)C12CC3CC(CC(C3)C1)C2 | 0.8 | -0.2% | 2.7% | ?
COc1ccccc1N(CC(=O)NCCSc1ccccc1)S(C)(=O)=O | . | 1.9% | . | ?
Cc1ccc(S(=O)(=O)NC(CC(=O)n2nc(C)cc2C)c2ccccc2)cc1 (stereo unspecified) | 9.8 | -3.0% | -6.6% | -1.5
COc1cccc(C(=O)SC2=NCCS2)c1 | 1.6 | -3.4% | 5.4% | 7.0
CCCn1nnnc1-c1ccc(Cl)cc1 | 7.2 | -12.5% | -0.1% | 8.2
O=C(Cn1nc(-c2ccc(Cl)cc2)ccc1=O)NCc1ccc2c(c1)OCO2 | 4.7 | -5.8% | -7.0% | -23.6
COc1ccccc1CNC(=O)C(CC(C)C)NC(=O)C1CCC(C)CC1 (stereo unspecified) | 3.3 | 0.7% | 10.8% | -102.3*
CC1=CCC2CC1C2(C)C (stereo unspecified) | . | -3.8% | -2.1% | .
CCN(CC)C(=O)CSc1nnc(-c2ccco2)o1 | 4.9 | 4.6% | . | ?
Cc1cc(NC(=O)c2ccccc2-c2ccccc2C(=O)O)no1 | . | 1.9% | . | -2.4
CCOC(=O)c1c(C)n(CC)c2ccc(OC(=O)c3ccc([N+](=O)[O-])cc3)cc12 | 2.8 | 3.2% | . | ?
COc1ccc(C(=O)Nc2nc(-c3ccc(S(=O)(=O)N4CCOCC4)cc3)cs2)cc1 | 10.7 | -1.8% | -0.3% | -1.6
O=C(Nc1nccs1)C1(S(=O)(=O)c2ccc(Cl)cc2)CC1 | 2.0 | -8.9% | 9.6% | -10.6
CCOC(=O)C(c1ccccc1)N1CCN(c2ccc(OC)cc2)CC1 (stereo unspecified) | 5.2 | -0.3% | 17.4% | -9.5
O=S(=O)(c1ccc(Br)cc1)N1CCCN(Cc2ccccc2F)CC1 | . | -13.6% | . | ?
O=C(Cn1ccc(C(F)(F)F)n1)Nc1ccc(S(=O)(=O)NCc2ccco2)cc1 | -1.9 | -7.7% | -2.0% | ?
O=C(NC1CCCCC1NC(=O)c1ccco1)c1ccco1 (stereo unspecified) | 9.0 | 1.4% | 8.5% | -84.9*
COC(=O)[C@@H](NC(=O)Nc1cccc(OC)c1)C(C)C | 3.7 | -0.3% | 3.2% | 40.1
CCc1nnc(NC(=O)CN2CCOCC2)s1 | 0.9 | -1.8% | -1.9% | -22.7
COc1ccccc1NC(=O)c1ccc(NC(=O)COC(=O)C2CCCCC2)cc1 | -11.1 | -1.0% | . | -11.2
Cc1cc(=O)[nH]c(SCC(=O)N2CCCCCC2)n1 | 6.8 | 4.2% | 0.6% | ?
CC(C)c1ccc(NC(=O)N(CCc2nc3ccccc3[nH]2)C2CCCC2)cc1 | 2.6 | 11.9% | 74.5%[activator] | 105.6
Cc1onc(-c2ccccc2)c1C(=O)n1cc(Br)cn1 | 4.6 | 16.9% | . | -18.5
CS(=O)(=O)c1ccc2c(c1)SC1=NC(=O)/C(=C/c3ccco3)C(=N)N12 | -0.1 | -3.3% | ? | ?

# Remaining list, next part
molecule | IMPase inh | 12-hLO inh | ALOX15B inhib | PNC assembly inh
COc1ccccc1CNc1ccnc(-c2ccc3c(c2)OCO3)n1 | . | -7.6% | -10.1% | .
COc1ccc(CCNC(=O)c2ccc(CS(=O)(=O)c3ccc(C)cc3)o2)cc1OC | 9.7 | 0.7% | -0.7% | -21.6
COc1cc2c(cc1OC)CN(c1ccc(-c3ccccc3OC)nn1)CC2 | 6.1 | -5.0% | -10.0% | -17.3
CCCn1c2c(c(=N)c3c1CCC3)CCCC2 | . | -1.0% | . | ?
O=C(C1=C(O)C(=O)N(c2ncccn2)C1c1ccc(Cl)c(Cl)c1)c1ccco1 (stereo unspecified) | 7.8 | ? | ? | ?
Cc1ccc(CN2CC(C(=O)Nc3cc(S(C)(=O)=O)ccc3Cl)CC2=O)cc1 (stereo unspecified) | 2.5 | -9.4% | 4.1% | 13.0
CC12CCC(C(=O)N3CCN(c4ccccc4)CC3)(CC1=O)C2(C)C (stereo unspecified) | -2.8 | 6.7% | -2.0% | 19.9
Cc1oc2c(c1C(=O)c1ccc(Cl)cc1)C(=O)C(=O)c1ccccc1-2 | 21.3 | -4.5% | ? | 95.1
Cc1oc2c(CN3CCCC3)c(O)ccc2c(=O)c1-c1ccccc1 | -15.5 | -2.0% | 8.4% | 4.8
COc1ccccc1CNC(=O)COc1ccccc1OC | -9.6 | 1.4% | -1.5% | 33.9
Oc1ccc(N=Nc2cccc(Cl)c2)cc1C=Nc1ccc(N2CCOCC2)cc1 | 0.2 | 1.1% | . | -24.7
CC(C)(C)c1nnc(N/N=C/c2ccc(O)cc2)n(N)c1=O | . | 6.7% | . | -26.9
COc1nc2ccccc2cc1-c1noc(-c2cccnc2)n1 | -2.4 | 1.2% | -4.8% | 57.5
COc1ccc(C(=O)N2CCC[C@@]3(CCN(Cc4ccccc4OC)C3)C2)cc1 | . | 5.2% | 25.2% | .
CC(C)(C)c1cc(C(=O)NCC(=O)OCC(=O)c2cccc([N+](=O)[O-])c2)cc(C(C)(C)C)c1 | . | -0.6% | . | ?
O=C(c1scc2c1CCCC2)N1CCOCC1 | 1.1 | 2.4% | 0.3% | -23.2
CC(=O)OC1COC(N2CCc3cc([N+](=O)[O-])ccc32)C(OC(C)=O)C1OC(C)=O (stereo unspecified) | 2.7 | -6.7% | -18.6% | ?
CCOC(=O)Cn1nc(C)c(-c2ccccc2)c1N | -1.7 | -4.1% | 2.9% | ?
CC1Cc2ccccc2N1S(=O)(=O)c1cccc(C(=O)OCC(=O)NC2CCS(=O)(=O)C2)c1 (stereo unspecified) | -0.6 | -4.3% | 0.6% | ?
c1cnc2c(SCc3ccc(-c4nnco4)cc3)cccc2c1 | -3.8 | -4.6% | -1.1% | -21.7
COc1ccccc1NC(=O)Cn1c(=O)n(-c2ccccc2)c(=O)c2oc3ccccc3c21 | . | -0.5% | . | 44.1
CC(=O)OCCCNc1cc(Sc2nc3ccccc3s2)c2nonc2c1[N+](=O)[O-] | -0.8 | 6.2% | ? | 16.0
COc1cc(NC(=O)CN(c2ccc(C)cc2)S(=O)(=O)c2c(C)n[nH]c2C)cc(OC)c1 | 2.6 | ? | 8.3% | ?
CC(C)=CCC/C(C)=C/COc1c2occc2cc2ccc(=O)oc12 | 2.3 | -16.9% | -3.6% | .
COc1ccc(/C=C/C(=O)NC(=S)Nc2ccccc2C(=O)NC2CCCCC2)cc1 | 6.0 | -8.2% | -25.3% | -16.8
CN(C)S(=O)(=O)c1cccc(NC(=O)COc2nc3ccccc3nc2N2CCOCC2)c1 | . | -2.7% | . | -23.0

# Three compounds from above, limited to 12-hLO inh and ALOX15B inhib:
Structure	12-hLO inh	ALOX15B inhib
CC(=O)OC1COC(N2CCc3cc([N+](=O)[O-])ccc32)C(OC(C)=O)C1OC(C)=O (stereo unspecified)	-6.7%	-18.6%
CCOC(=O)Cn1nc(C)c(-c2ccccc2)c1N	-4.1%	2.9%
CC1Cc2ccccc2N1S(=O)(=O)c1cccc(C(=O)OCC(=O)NC2CCS(=O)(=O)C2)c1 (stereo unspecified)	-4.3%	0.6%

# The list is partial; the hit share may differ from the screen's.
